# From PubChem BioAssay
# p97 inhibitor: inhibitors of human p97 ATPase, primary screen, biochemical; inhibition, % at 8 µM; AID 1481, 2009; recombinant p97 ATPase, Kinase-Glo ATP luminescence, 3 h; 0.42% of 220,000 active; Transitional endoplasmic reticulum ATPase (Homo sapiens), P55072; in the data active = inhibition above about 15%;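 note: 0% = DMSO vehicle and 100% = wells lacking enzyme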
# p47phox inh: p47phox/p22phox peptide binding inhibitors, primary screen, biochemical, uHTS, NADPH oxidase regulatory subunit. fluorescence polarization, 2 h. inhibition, % at 24.7 µM. 0.53% of 220,000 active. AID 1274, 2008;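 active = inhibition above about 30%, limit read from the data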;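 note: 0% = p47phox with labelled peptide and 100% = labelled peptide alone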
# Target sequence (P14598 whole entry, looked up): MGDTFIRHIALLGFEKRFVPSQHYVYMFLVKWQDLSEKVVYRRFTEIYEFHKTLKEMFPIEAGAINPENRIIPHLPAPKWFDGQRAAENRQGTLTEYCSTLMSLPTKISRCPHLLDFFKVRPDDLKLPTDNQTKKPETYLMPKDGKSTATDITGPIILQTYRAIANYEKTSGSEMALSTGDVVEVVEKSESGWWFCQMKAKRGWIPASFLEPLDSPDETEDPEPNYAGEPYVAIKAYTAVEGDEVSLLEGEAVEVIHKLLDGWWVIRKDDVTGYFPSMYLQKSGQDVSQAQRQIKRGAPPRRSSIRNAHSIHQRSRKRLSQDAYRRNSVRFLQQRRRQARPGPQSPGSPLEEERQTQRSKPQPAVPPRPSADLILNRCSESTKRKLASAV
# Ba/F3 V617F tox: reduced viability of JAK2V617F-dependent Ba/F3 cells, primary screen, JAK2V617F inhibitor project, cell-based, Ba/F3 EpoR-JAK2V617F, luminescence | ATP luminescence | inhibition, % at 5.6 µM | 1.1% of 220,000 active | AID 1446, 2008;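 active = inhibition above the campaign mean plus 3 SD over all tested compounds, cut at about 24% in these data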;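 note: cytokine-independent growth of Ba/F3 cells driven by EpoR plus mutant JAK2; 0% = DMSO-treated cells and 100% = JAK inhibitor I control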
# EP2 antag: human EP2 receptor antagonists, primary screen, TR-FRET cAMP, C6 glioma cells; C6 glioma cells expressing human EP2; cells stimulated with saturating PGE2; inhibition, % at 25 µM; 0.52% of 260,000 active;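 active = percent inhibition above 40 after rounding to a whole number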;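 note: rat C6 glioma host cells with rolipram phosphodiesterase inhibitor present; the protocol text gives 20 µM as final concentration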
# Target sequence (P43116 whole entry, looked up): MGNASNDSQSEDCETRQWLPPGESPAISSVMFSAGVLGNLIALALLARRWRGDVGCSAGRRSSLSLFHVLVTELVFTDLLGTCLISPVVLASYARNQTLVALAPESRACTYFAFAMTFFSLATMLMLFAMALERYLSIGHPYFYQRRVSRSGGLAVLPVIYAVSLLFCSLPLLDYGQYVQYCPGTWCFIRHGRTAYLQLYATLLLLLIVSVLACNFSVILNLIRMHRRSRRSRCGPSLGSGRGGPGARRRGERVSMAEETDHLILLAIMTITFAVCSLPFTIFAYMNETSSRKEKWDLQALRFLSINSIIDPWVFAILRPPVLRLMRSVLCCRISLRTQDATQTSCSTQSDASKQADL
# RBBP9 inhibitor: human RBBP9 inhibitors, primary screen, biochemical, fluorescence polarization, FP-Rh probe, HTS | Serine hydrolase RBBP9 (Homo sapiens), O75884 | recombinant RBBP9 | 0.2% of 220,000 active | AID 1515, 2009 | inhibition, % at 7.94 µM;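 active = inhibition above the campaign mean of all tested compounds plus 3 SD, cut at about 14% in these data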;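 note: plate controls were DMSO wells with RBBP9 for no effect and wells lacking RBBP9 protein for full effect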
# Target sequence (O75884 whole entry, looked up): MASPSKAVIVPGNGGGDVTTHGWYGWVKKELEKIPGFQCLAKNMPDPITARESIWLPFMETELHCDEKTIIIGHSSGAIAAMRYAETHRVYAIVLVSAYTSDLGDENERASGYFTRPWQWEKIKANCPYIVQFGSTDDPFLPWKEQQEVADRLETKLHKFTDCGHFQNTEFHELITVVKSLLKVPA
#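 Test system: recombinant human RBBP9. Quantity: 2.5 µM RBBP9 dispensing solution, before mixing. Detection: FP readout at 525/598 nm. Reagent: Serine-hydrolase probe FP-Rh, 375 nM pre-mixing. Measure: % inhibition. Control set: DMSO-treated enzyme wells and wells lacking RBBP9. Buffer or medium: Tris-NaCl-Pluronic buffer, pH 8.0. Times: preincubation 30 min plus labeling 45 min at 25 °C.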
# Tb hexokinase: Trypanosoma brucei hexokinase 1 inhibitors, primary screen, biochemical, G6PDH-coupled NADH absorbance, MLSCN library; 0.11% of 220,000 active; recombinant TbHK1, G6PDH-coupled NADH A340; inhibition, % at 10 µM;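 active = inhibition of 50% or more in the single-dose primary screen; inactive = inhibition below 50%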
# Furin inhibitor: human furin inhibitors, primary screen, biochemical, fluorescence intensity; P09958; purified furin, fluorogenic substrate cleavage; inhibition, % at 30 µM; 0.061% of 220,000 active; AID 463115, 2010; in the data active = inhibition above about 25%; note: inactives centre near -15
# BaF3 parental: parental Ba/F3 cell viability inhibition, counter-screen for JAK2V617F inhibitor project, murine pro-B, CellTiter-Glo luminescence | CellTiter-Glo ATP luminescence | inhibition, % at 5.6 µM | 1.1% of 220,000 active | AID 1486, 2009;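 active = inhibition above a per-campaign cutoff, the mean inhibition of all tested compounds plus 3 SD, cut at about 27% in these data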;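 note: 0% = DMSO wells and 100% = JAK Inhibitor I control wells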
# PPC-1+TRAIL kill: compounds killing PPC-1 cancer cells with TRAIL present, primary screen, TRAIL potentiator project, ATPLite luminescence, uHTS; PPC-1 cells + TRAIL, ATPLite viability luminescence; cell killing (% activity), % at 4 µM; 0.41% of 220,000 active;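 active = cell killing above 50% in the first pass at 4 µM, then a duplicate retest at 5 µM averaging 50% or more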;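 note: plate controls were cells with TRAIL plus DMSO for no effect and medium-only wells lacking cells for full effect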
# * = called active by the depositor; / = not tested or not shown; & = joins results of further samples; [ ] = remark or other dose.
1	c1ccc(-c2cc(N3CCOCC3)nc3ccccc23)cc1
2	Cc1ccc(-n2ncc3c(N4CCC5(CC4)OCCO5)ncnc32)c(C)c1
3	Cc1cc([N+](=O)[O-])ccc1NCc1ccco1
4	CCOC(=O)C1CCCN(c2c(C(=O)c3ccccc3)cnc3ccccc23)C1 (stereo not given)
5	CCOC(=O)/C(C)=C1\NC(C)(C)Cc2ccccc21
6	CCCOc1cccc(C(=O)Nc2nnn(CCC)n2)c1

entry no.,1,2,3,4,5,6
p97 inhibitor,-4,-7,1,-1,8,1
p47phox inh,-15,14,-20,-7,62*,-3
Ba/F3 V617F tox,2,-1,0,1,-7,-3
EP2 antag,9,9,6,3,9,15&4
RBBP9 inhibitor,1,-8,-5,-8,4,-4
Tb hexokinase,-19,-9,-10,-13,3,-4
Furin inhibitor,-9[20 µM],-25,-16,-22,-26,-36
BaF3 parental,7,6,2,7,4,3
PPC-1+TRAIL kill,24,-18,-7,22,16,-8

7	O=C(CSCc1ccc(Cl)cc1)N1CCOCC1
8	CS(=O)(=O)N1CCc2cc(C(=O)N3CCOCC3)ccc21
9	Cc1cccc(N2CC(c3nc4ccccc4[nH]3)CC2=O)c1 (stereo not given)
10	COc1cc([N+](=O)[O-])cc2sc(NC(=O)c3c(F)cccc3F)nc12
11	COc1cc(NC(=O)Cc2ccc(F)cc2)cc(OC)c1OC
12	CCCCNC(=O)C(CC)Sc1nc2sc(C(=O)OC)c(C)c2c(=O)n1N (stereo not given)

entry no.,7,8,9,10,11,12
p97 inhibitor,1,10,1,4,3,-1
p47phox inh,-12,-4,0,-2,-4,-8
Ba/F3 V617F tox,-2,-1,2,0,2,1
EP2 antag,11,19,9,5,18,5
RBBP9 inhibitor,-5,0,6,-5,7,-5
Tb hexokinase,21,8,-4,0,-4,-15
Furin inhibitor,-19,-30[20 µM],-28,-21,-21,-25[20 µM]
BaF3 parental,0,2,15,5,8,2
PPC-1+TRAIL kill,22,0,14,21,-18,23

13	Cn1c(CCNC(=O)C2CCCCC2)nc2cc([N+](=O)[O-])ccc21
14	COc1ccc(-c2nc3c(c(=O)[nH]c(=O)n3Cc3ccccc3)n2C)cc1
15	CCNC(=O)C1CC(=O)N(CCCc2ccccc2)C(=Nc2ccccc2)S1 (stereo not given)
16	Cc1ccc(C(=O)N/N=C\C=C\c2ccc(Br)cc2)cn1
17	Cc1cc(=O)[nH]c(N/N=C/c2ccc(OC(=O)c3ccco3)cc2)n1
18	CC(=C1C(=O)c2ccccc2C1=O)N1CCN(Cc2ccccc2)CC1

entry no.,13,14,15,16,17,18
p97 inhibitor,-3,5,-4,-1,4,0
p47phox inh,-1,16,-5,-1,-1,-8
Ba/F3 V617F tox,2,-2,-3,2,-1,-2
EP2 antag,5,9,7,3,4,1
RBBP9 inhibitor,-7,-4,-4,-6,-6,1
Tb hexokinase,21,-7,1,-42,-4,-2
Furin inhibitor,-16,-24[20 µM],-10,-13,-2,-18[20 µM]
BaF3 parental,5,7,-1,5,3,6
PPC-1+TRAIL kill,10,12,12,/,27,12

19	COc1ccc(CNC(=O)CN(C)S(=O)(=O)c2ccc(Cl)cc2)cc1
20	CC(=O)c1ccc(NC(=O)Nc2ccc(NS(=O)(=O)c3ccc(C)cc3)cc2)cc1
21	CCCNC(=O)COC(=O)c1ccc(Cl)c(S(=O)(=O)N2CCCC2)c1
22	COc1ccccc1NC(=O)Cn1c(O)c(N=NC(=O)c2ccccc2O)c2ccccc21
23	CCn1nnnc1SCC(=O)Nc1cccc(NC(C)=O)c1
24	Cc1ccc(S(=O)(=O)Oc2cccc(N3C(=O)C4CC=CCC4C3=O)c2)cc1 (stereo not given)

entry no.,19,20,21,22,23,24
p97 inhibitor,1,6,3,2,6,-5
p47phox inh,-2,-49,-9,30,7,-5
Ba/F3 V617F tox,-1,-2,-4,-5,-2,2
EP2 antag,9,-3,9,4,1,3
RBBP9 inhibitor,-1,-28,-2,1,-2,-2
Tb hexokinase,-6,2,7,-17,-4,2
Furin inhibitor,-25,-26,-22[20 µM],-6,-2,-24
BaF3 parental,1,3,1,-2,-2,7
PPC-1+TRAIL kill,20,-3,2,10,9,9

25	O=[N+]([O-])c1ccccc1NCCOc1ccccc1
26	CC(C)(C)NC(=O)C1CC(=O)OC1(C)C (stereo not given)
27	Cc1oc(-c2ccc(Cl)cc2)cc1C(=O)/C(C#N)=C/Nc1ccccc1
28	CC(=O)Nc1nc(C)c(C(C)=O)s1
29	CC(C)CCC1(CCNC(C)c2cccs2)CCOC(C)(C)C1 (stereo not given)
30	Cc1c(N2C(=O)C(=O)/C(=C(/O)c3ccccc3)C2c2ccc(F)cc2)c(=O)n(-c2ccccc2)n1C (stereo not given)

entry no.,25,26,27,28,29,30
p97 inhibitor,-3,2,-6,-1,4,5
p47phox inh,-9,2,-34,2,2,-9
Ba/F3 V617F tox,-1,0,6,4,-2,3
EP2 antag,3,9,8,12,5,13
RBBP9 inhibitor,-3,-4,0,-6,-3,-4
Tb hexokinase,-6,4,-8,-11,8,-24
Furin inhibitor,-17,-6[20 µM],-4,-14[20 µM],-24,-6
BaF3 parental,5,3,3,6,-5,5
PPC-1+TRAIL kill,10,0,2,-3,3,28

31	O=C(CCCC(=O)N(CC(=O)NC1CCCCC1)Cc1ccco1)Nc1ccccn1
32	O=C(Nc1ccc(S(=O)(=O)N2CCCC2)cc1)N1c2ccccc2Sc2ccccc21
33	COc1ccc(CN2CCN(C(=O)C3CC(=O)N(C4CCCCCC4)C3)CC2)c(OC)c1OC (stereo not given)
34	CC1CC(C)CN(CCC(=O)Nc2ccc3c(c2)CCC3)C1 (stereo not given)
35	CCn1c(SCc2nc3scc(-c4ccccc4)c3c(=O)[nH]2)nnc1-c1ccc(Cl)cc1
36	COc1ccc(OC)c(C2CC(=O)Nc3c2c(=O)[nH]c2ncnn32)c1 (stereo not given)

entry no.,31,32,33,34,35,36
p97 inhibitor,5,2,-4,-1,7,1
p47phox inh,-4,-25,-6,1,-14,0
Ba/F3 V617F tox,-1,3,-3,4,-3,1
EP2 antag,10,10,5,2,10,4
RBBP9 inhibitor,-5,3,-8,-1,-9,-7
Tb hexokinase,6,1,-8,1,-2,-4
Furin inhibitor,-22,2[20 µM],-16,-25,-28,-16
BaF3 parental,5,4,7,14,2,1
PPC-1+TRAIL kill,2,8,17,16,11,-6

37	O=S1(=O)CCC(NC(=S)NCCNC(=S)NC2CCS(=O)(=O)C2)C1 (stereo not given)
38	O=c1ccnc(Nc2ccc(Cl)cc2)[nH]1
39	CC(=O)c1cccc(N2C(=O)Nc3ccccc3N2O)c1
40	COc1cc2c(cc1OC)C(c1ccccc1)=NCC2
41	CCOC(=O)CNS(=O)(=O)c1cc(-c2nn(C)c(=O)c3ccccc23)ccc1C
42	COc1cccc(C(=O)Nc2ccc3c(c2)C(=O)c2ccccc2C3=O)c1

entry no.,37,38,39,40,41,42
p97 inhibitor,1,6,5,-1,11,-1
p47phox inh,-20,-15,-2,-5,6,-8
Ba/F3 V617F tox,2,-3,-2,2,-1,5
EP2 antag,6,9,9,15,11,6
RBBP9 inhibitor,-10,1,-4,-4,-10,-2
Tb hexokinase,-3,-17,9,-12,8,10
Furin inhibitor,-2,-15,-33,-14,-28,-17
BaF3 parental,7,-1,4,5,9,11
PPC-1+TRAIL kill,3,0,19,14,-4,-8

43	O=C(Cc1c(Sc2ccccc2)c2ccccc2n1Cc1ccccc1)NCCO
44	CCOc1ccc(-c2nnc(-c3cccs3)o2)cc1OCC
45	Cc1ccc(S(=O)(=O)/N=C2\CN(C)C(=O)N2C)cc1
46	CCCn1c(SCC(=O)C(C)(C)C)nc2ccccc21
47	CCCN(CCC)C(=O)Cn1c(=O)n(CCCCC(=O)NCc2ccco2)c(=O)c2ccccc21
48	Cc1cc(C)c(NC(=O)c2ccc(CNS(=O)(=O)c3cc(C(F)(F)F)ccc3Cl)cc2)c(C)c1

entry no.,43,44,45,46,47,48
p97 inhibitor,0,-1,-6,2,-3,-5
p47phox inh,10,-7,-4,-6,-8,-17
Ba/F3 V617F tox,3,3,2,1,-4,5
EP2 antag,7,4,10,7,6,8
RBBP9 inhibitor,-3,-10,-12,-3,-13,-20
Tb hexokinase,21,-14,1,-4,-6,-3
Furin inhibitor,-8,-27,-11,-24,-4[20 µM],-18
BaF3 parental,7,4,3,7,0,5
PPC-1+TRAIL kill,16,11,14,12,16,12

# Two of the compounds above, as tab-separated lines:
cpd	SMILES	p97 inhibitor	p47phox inh	Ba/F3 V617F tox	EP2 antag	RBBP9 inhibitor	Tb hexokinase	Furin inhibitor	BaF3 parental	PPC-1+TRAIL kill
46	CCCn1c(SCC(=O)C(C)(C)C)nc2ccccc21	2	-6	1	7	-3	-4	-24	7	12
47	CCCN(CCC)C(=O)Cn1c(=O)n(CCCCC(=O)NCc2ccco2)c(=O)c2ccccc21	-3	-8	-4	6	-13	-6	-4[20 µM]	0	16

# Record cards, from the list above. Order of screens: p97 inhibitor	p47phox inh	Ba/F3 V617F tox	EP2 antag	RBBP9 inhibitor	Tb hexokinase	Furin inhibitor	BaF3 parental	PPC-1+TRAIL kill
# Profile of `Cc1cc(C)c(NC(=O)c2ccc(CNS(=O)(=O)c3cc(C(F)(F)F)ccc3Cl)cc2)c(C)c1` : -5	-17	5	8	-20	-3	-18	5	12
# Profile of `Cc1ccc(C(=O)N/N=C\C=C\c2ccc(Br)cc2)cn1` : -1	-1	2	3	-6	-42	-13	5	/

# The results go on:
49	CSc1ccccc1NC(=S)N/N=C/c1cccn1Cc1ccc(F)cc1
50	CN(C)c1nc(N)nc(CSc2nnnn2-c2ccccc2)n1
51	Cc1ccc(CN2C(=O)C(C)Oc3ccccc32)cc1 (stereo not given)
52	CCOC(=O)c1c(C)oc2ccc(NS(=O)(=O)c3cccs3)cc12
53	O=c1c2ccccc2sc2nc(C3CCCCC3)n(Cc3ccco3)c(=O)c12
54	O=C(O)CCC(=O)Nc1cccc(C(=O)Nc2ccc(Br)cc2)c1

entry no.,49,50,51,52,53,54
p97 inhibitor,1,-1,-6,1,7,1
p47phox inh,0,-18,-2,-14,-7,-7
Ba/F3 V617F tox,1,0,2,-4,-2,-1
EP2 antag,4,6,9,2,/,2
RBBP9 inhibitor,-4,0,-7,3,-21,-7
Tb hexokinase,5,-10,5,-2,-2,1
Furin inhibitor,2,-20[20 µM],-18,-12[20 µM],-1,-26
BaF3 parental,5,3,8,4,-2,4
PPC-1+TRAIL kill,-4,2,18,4,16,3

55	Cc1oc2ccc(OCc3ccc(Cl)cc3)cc2c1C(=O)O
56	Cc1ccc(-c2nc3cccnc3o2)cc1NC(=O)COc1ccc(Cl)cc1C
57	COc1cccc2c(C)nc(Nc3nc(CSc4nnc(C)s4)cc(=O)[nH]3)nc12
58	CCCCn1nc2cc(C(=O)N[C@H](C)C3CCCCC3)ccc2c1OCC

entry no.,55,56,57,58
p97 inhibitor,-7,7,-2,1
p47phox inh,-3,57*,2,0
Ba/F3 V617F tox,3,-3,3,-1
EP2 antag,7,15,5,17
RBBP9 inhibitor,-14,-4,0,-7
Tb hexokinase,6,19,7,-1
Furin inhibitor,-13,-10,-5[20 µM],-2[20 µM]
BaF3 parental,2,0,7,4
PPC-1+TRAIL kill,5,10,1,7

# Only part of the results is shown (hit frequency here may not be typical).
